# Screening data from PubChem.
# GlmU inhibition: inhibition of mycobacterial GlmU enzyme – biochemical, glucosamine-1-phosphate acetyltransferase (AID 1376); M. tuberculosis GlmU acetyltransferase enzyme assay; higher % means a stronger effect; one-dose inhibition, %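 (tested at 30 µM in the primary screen)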; IC50 in µM for titrated hits; 220,000 tested, 0.25% active; in the data active means inhibition above about 13%;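 further: 0% = complete reaction with vehicle and 100% = reaction without substrate; strong numbers were not always called active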
# Mtb RmlCD inh: blocks M. tuberculosis RmlC and RmlD coupled enzymes | RmlC+RmlD coupled enzyme assay, percent inhibition; primary screen in compound mixtures | AID 1533 | inhibition, % at 3.6 µM | P9WH09+P9WH11 | 160,000 tested, 0.03% active; in the data active means inhibition mostly above about 34%, no sharp cut-off; further: some results filed as inactive read as strong as hits
# Target sequence (P9WH09 whole entry, looked up): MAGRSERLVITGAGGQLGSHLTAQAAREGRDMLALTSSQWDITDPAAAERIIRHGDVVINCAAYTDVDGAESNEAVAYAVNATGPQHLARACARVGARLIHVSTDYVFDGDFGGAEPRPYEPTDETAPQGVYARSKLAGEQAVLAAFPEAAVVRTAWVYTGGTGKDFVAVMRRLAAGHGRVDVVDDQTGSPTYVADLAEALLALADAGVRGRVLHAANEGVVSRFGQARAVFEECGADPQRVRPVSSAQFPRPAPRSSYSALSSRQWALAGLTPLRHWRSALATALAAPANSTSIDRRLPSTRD
# Target sequence (P9WH11 whole entry, looked up): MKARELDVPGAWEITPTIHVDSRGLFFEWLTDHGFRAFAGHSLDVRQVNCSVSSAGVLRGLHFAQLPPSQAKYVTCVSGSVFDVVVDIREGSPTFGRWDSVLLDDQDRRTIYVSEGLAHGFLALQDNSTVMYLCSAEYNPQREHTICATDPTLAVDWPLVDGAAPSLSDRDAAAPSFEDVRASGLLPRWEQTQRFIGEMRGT
# * = called active by the depositor; · = not tested or not shown. Some of the compounds tested. The share of hits here may be higher or lower than overall.
# Results follow in this order: GlmU inhibition	Mtb RmlCD inh
> COc1ccc(OC(C)C(=O)Nc2cccc(OC)c2)cc1 (configuration not stated)
→ 4.5%	-8
> Cc1c(C(=O)N2CCc3ccccc32)oc2ccccc12
→ -2.7%	7
> Cc1cc(-c2ccc3c(c2)COc2c4ccccc4nn2-3)on1
→ 2.7%	·
> CCCCC(C)n1[nH]c(=O)c2c(C)cc(C)nc21 (configuration not stated)
→ 9.6%	10
> O=C(N/N=C1/CCc2ccccc21)C1CC1
→ 0.9%	1
> CCOC(=O)N1CCN(C(=O)c2ccccc2-c2ccccc2)CC1
→ 3.1%	·
> Cc1cccc(C(=O)O/N=C/c2c(N3CCOCC3)n(C)c3ccccc23)c1
→ -3.8%	5
> CCOC(=O)CCC(=O)Nc1ccc(S(=O)(=O)N2CCCCC2)cc1
→ -0.5%	·
> COc1ccc(NC(=O)CN(C)S(=O)(=O)c2cccc3nsnc23)cc1
→ -0.9%	8
> Oc1ccc(/C=N/NC2=NCCCCC2)c(O)c1
→ 0.6%	3

# Additional records follow:
# Results follow in this order: GlmU inhibition	Mtb RmlCD inh
> CN(C)/C=N/c1sccc1C(N)=O
→ 0.4%	10
> COc1ccc(-c2nn(C)c(=O)c3ccccc23)cc1CNS(C)(=O)=O
→ 6.0%	·
> COc1cc(C2SCC(=O)N2CCc2ccc(OC)c(OC)c2)ccc1O (configuration not stated)
→ 8.9%	9
> CC(C)(C)C(=O)Cn1c(NCCO)nc2ccccc21
→ -3.1%	·
> COc1ccc(-c2cn(-c3ccc(OC)cc3)c(=S)[nH]2)cc1
→ -1.8%	0
> OCCN1CCN(c2ncnc3c2c(-c2ccccc2)cn3-c2ccc(Br)cc2)CC1
→ -3.6%	4
> COCCN(C(=S)Nc1c(C)cccc1C)C(C)c1cccnc1 (configuration not stated)
→ -2.7%	·
> CCOC(=O)C1CCN(C(=O)C(C)Oc2ccc(Br)cc2)CC1 (configuration not stated)
→ 3.3%	-5
> CNC(=O)COC(=O)c1cc(F)c(F)cc1Cl
→ 2.6%	·
> Cc1nccn1CCCNCc1c(C(=O)N2CCCCCCC2)nc2ccc(Cl)cn12
→ 2.7%	·

# (further entries)
# Results follow in this order: GlmU inhibition	Mtb RmlCD inh
> CCC(CC)C(=O)Nc1cc(C)c2c(=O)oc3ccccc3c2n1
→ -2.1%	4
> COC(=O)C1=C(C)Nc2nc3ccccc3n2C1c1cc(OC)c(OC)c(OC)c1 (configuration not stated)
→ -2.5%	-3
> Cc1ccc(S(=O)(=O)NCCOC(=O)Nc2sc(=S)n(C)c2C)cc1
→ 4.2%	7
> N#CCSc1nnc(-c2cnccn2)n1Cc1ccccc1
→ -2.7%	·
> Cc1ccc(C(CC(=O)c2ccco2)SCCO)cc1 (configuration not stated)
→ -4.0%	-7
> Cc1nc(SCc2cccc(F)c2)[nH]c(=O)c1C#N
→ 7.2%	-5
> COc1ccc(Cl)cc1NC(=O)CN1c2ccccc2CC1C (configuration not stated)
→ 7.8%	-14
> c1ccc(Cn2cc(CN3CCCCO3)c(-c3ccc4c(c3)OCO4)n2)cc1
→ -3.7%	·
> COc1cc(CN2CCN(c3cccc(Cl)c3)CC2)cc(OC)c1OC
→ 1.6%	9
> CC(C)NC(=S)Nc1ccc(S(=O)(=O)Nc2ncccn2)cc1
→ 5.3%	5

# Next section
# Results follow in this order: GlmU inhibition	Mtb RmlCD inh
> COc1cc(/C=C2\CCOC2=O)cc(OC)c1OC
→ -3.6%	21
> Cc1cccc(OCC(O)Cn2c(NCCCOC(C)C)nc3c2c(=O)[nH]c(=O)n3C)c1 (configuration not stated)
→ 5.5%	-1
> CCCCC/C=N/NC(=O)c1[nH]c2ccc([N+](=O)[O-])cc2c1C
→ -2.2%	12
> CCOC(=O)c1cc2c(=O)[nH]ccc2nc1C
→ -1.0%	15
> Cc1ccc2nc(Nc3ncc4c(n3)CC(C)(C)CC4=O)nc(C)c2c1
→ 2.2%	5
> CC1(C)OC(=O)C(=C2CCCN2)C(=O)O1
→ ·	-8
> CC(/C=C/c1ccccc1)=N/NC(=O)c1cccc(Br)c1
→ 1.8%	11
> CCOC(=O)c1nc(C)[nH]c1C(=O)OCC
→ 1.1%	·
> N#Cc1c(NC(=O)CSc2nnc(-c3ccccc3)o2)sc2c1CCCC2
→ -2.0%	9
> C/C=C(/C)C(=O)O[C@H]1[C@@H](O)c2c(ccc3ccc(=O)oc23)OC1(C)C
→ 0.1%	·

# (next part)
# Results follow in this order: GlmU inhibition	Mtb RmlCD inh
> COc1ccc(/C(O)=C2/C(=O)C(=O)N(CCN3CCOCC3)C2c2ccccn2)cc1 (configuration not stated)
→ 0.1%	-19
> COc1ccc2nc(NC(=O)CN3CCOCC3)sc2c1
→ -0.3%	·
> O=C(NC1CCCC1)c1cccc(Cn2cc([N+](=O)[O-])cn2)c1
→ -1.0%	·
> Cc1nc(C(C)NC(=O)CCc2nnc(-c3ccsc3)o2)cs1 (configuration not stated)
→ -0.3%	2
> COC(=O)c1sc2ccccc2c1NC(=O)c1ccc(S(=O)(=O)N2CCC(C)CC2)cc1
→ 3.0%	22
> CCOC(=O)N1CCC(Nc2nc3ccccc3n3nnnc23)CC1
→ ·	14
> NC(=O)[C@@H]1CC2(CC(c3cccc(NC(=O)CC(c4ccccc4)c4ccccc4)c3)=NO2)CN1C(=O)COc1ccc(Cl)cc1 (some centres not stated)
→ -1.3%	8
> O=C(CCNC(=O)c1ccccc1Cl)Nc1nc(-c2ccc3ccccc3c2)cs1
→ 3.4%	-10
> COc1cc(/C=C/C(=O)O)cc(S(=O)(=O)N2CCCc3ccccc32)c1OC
→ 1.3%	25
> COc1ccccc1C(=O)Nc1ccccc1SC
→ 2.3%	9

# Continued.
# Results follow in this order: GlmU inhibition	Mtb RmlCD inh
> Cc1ccc2[nH]cc(CCNC(=O)/C=C/c3ccco3)c2c1
→ 0.3%	3
> NC(=O)COC(=O)c1cccc(S(=O)(=O)N2CCCc3ccccc32)c1
→ 1.6%	3
> COc1ccc(-n2c(O)c(C=NCCCn3ccnc3)c(=O)[nH]c2=O)cc1
→ -3.2%	·
> CCOC(=O)N1CCN(C(=O)CN(c2ccc(OCC)cc2)S(C)(=O)=O)CC1
→ 3.8%	-6
> Cc1ccc(NC(=O)Nc2ccc([N+](=O)[O-])cc2)nc1
→ -4.1%	-11
> CC(C)CCN1CCN(CC(c2ccccc2)c2ccccc2)CC1CCO (configuration not stated)
→ 14%*	5
> CC(C)Nc1nc(NC(C)C)nc(C(=O)OCCO)n1
→ 2.5%	10
> CCC(=O)NC(=S)Nc1ccc(NC(=O)c2cccnc2)cc1
→ 1.3%	-10
> COc1cc(OC)c(OC)cc1CN1CCc2ccccc2C1
→ -0.3%	·
> COCCC(=O)N1CCCC(CNS(=O)(=O)c2ccc(OC)cc2)C1 (configuration not stated)
→ 1.5%	3

# Additional entries
# Results follow in this order: GlmU inhibition	Mtb RmlCD inh
> COc1ccc(C(=O)Nc2ccccc2C(=O)N2CCCCC2C)cc1 (configuration not stated)
→ 3.0%	-6
> CCC(=O)Nc1ccc(C(=O)Nc2ccc3c(c2)OCO3)cc1
→ 2.1%	·
> Cc1sc2nc(CSc3ccc([N+](=O)[O-])cc3)[nH]c(=O)c2c1C
→ 6.0%	·
> O=C(CCSc1nnc2scc(-c3ccccc3)n12)NCc1ccc2c(c1)OCO2
→ -11%	6
> Fc1ccccc1OCCCCCN1CCCC1
→ -5.3%	8
> CC(Oc1ccc(Cl)cc1Cl)C(=O)Nn1cnnc1 (configuration not stated)
→ -2.2%	·
> CCCOc1ccc2c(=O)c(N3C(=O)c4ccccc4C3=O)c(C)oc2c1
→ -1.8%	-6
> COc1ccc(S(=O)(=O)NC2CC2)cc1C(=O)N1CCOCC1
→ -1.6%	4
> O=C(CSc1nnnn1-c1ccccc1)N1N=CCC1c1ccccc1 (configuration not stated)
→ 4.2%	6
> COc1cc(/C=N/OCC(=O)Nc2cc(C)cc(C)c2)ccc1OCc1ccc(Cl)cc1
→ -1.9%	-4

# Other compounds:
# Results follow in this order: GlmU inhibition	Mtb RmlCD inh
> CNC(=O)CN1C(=O)c2cccc3cccc1c23
→ 3.0%	-9
> COc1ccc(CNC(=O)Cc2nn(C)c(=O)c3ccccc23)cc1
→ 2.9%	-10
> O=c1cc(CSc2ccccn2)nc(N2CCN(c3ccccc3)CC2)[nH]1
→ 3.6%	7
> Clc1ccc(-c2nnc(CNC3CC3)o2)cc1
→ -4.5%	-6
> CC(=O)Nc1ccc2c(c1)CN(c1cc(C)ccc1C)CO2
→ -1.7%	6
> COc1cccc(/C=N/Nc2nnc3c(n2)[nH]c2ccccc23)c1OC
→ -2.4%	3
> CCOC(=O)N(C)S(=O)(=O)c1ccccc1[N+](=O)[O-]
→ 0.3%	-12
> Cc1cc2nc(C(C)(C)C)cc(N)n2n1
→ -7.4%	-17
> COc1ccccc1CNC(=O)c1ccccc1OC
→ -6.2%	10
> COc1cc(C(c2sc3nc(C)nn3c2O)N2CCN(c3ccccc3)CC2)cc(OC)c1OC (configuration not stated)
→ -2.9%	5

# The final 3 compounds of the section before lead into the next:
SMILES | GlmU inhibition | Mtb RmlCD inh
Cc1cc2nc(C(C)(C)C)cc(N)n2n1 | -7.4% | -17
COc1ccccc1CNC(=O)c1ccccc1OC | -6.2% | 10
COc1cc(C(c2sc3nc(C)nn3c2O)N2CCN(c3ccccc3)CC2)cc(OC)c1OC (configuration not stated) | -2.9% | 5
O=C1Nc2ccccc2N(O)N1c1cc(-c2ccccc2)[nH]n1 | -2.9% | 4
CC(=O)Nc1c2c(nn1-c1ccc(C)cc1C)CSC2 | -2.4% | 8
Nc1nc(C(F)(F)F)cc(=O)n1N | 1.1% | -9
O=C(N/N=C/c1c(O)n(Cc2ccccc2)c(=O)[nH]c1=O)c1ccccc1O | 4.1% | ·
CC1CC1C(=O)OCC(=O)NC(=O)NC12CC3CC(CC(C3)C1)C2 (configuration not stated) | 1.6% | 7
CC(C)=CCc1c(O)ccc(C2COc3c(CC=C(C)C)c(O)cc(O)c3C2=O)c1O (configuration not stated) | 1.2% | ·
Cc1cccc(NC(=O)CSc2nc(NS(=O)(=O)c3ccccc3)cc(=O)[nH]2)c1 | 5.4% | -10
Cc1ccc(-n2c(Cn3cnc4ccccc43)nnc2SCC(=O)O)cc1 | -5.3% | -2
COc1ccc(CCN(C)C(=S)NC(=O)c2ccc(F)cc2Cl)cc1OC | -8.5% | -1
Cc1ccccc1-n1c(SCC(=O)N/N=C/c2c(C)nn(-c3ccccc3)c2C)nc2ccccc2c1=O | -1.9% | ·

# Continuation.
SMILES | GlmU inhibition | Mtb RmlCD inh
CN(Cc1cnccn1)Cc1ccccc1OCC(O)CN1CCc2ccccc2C1 (configuration not stated) | 2.8% | 7
CCc1ccc(C(=O)Nc2ccc(C)c(NS(C)(=O)=O)c2)cc1 | 0.6% | -9
O=c1cc(-c2cccc([N+](=O)[O-])c2)[nH][nH]1 | 1.1% | 5
COc1cc(C(=O)N2CCN(S(=O)(=O)c3ccc(C)cc3)CC2)ccc1OCc1c(C)noc1C | 0.1% | -2
CC(NS(=O)(=O)c1ccccc1)C(c1cccs1)N1CCN(c2ccccc2)CC1 (configuration not stated) | -4.7% | 7
CC(=O)N1CCCc2cc(S(=O)(=O)Nc3ccc(C)cc3C)ccc21 | 0.7% | ·
NC(=O)c1cccnc1Oc1ccccc1 | 4.1% | -6
COCCn1c(SCC(=O)N2CC(=O)Nc3ccccc32)nc2ccccc2c1=O | -9.8% | 9
CCOC(=O)CN1NC2(CCCCC2)NC1=S | -1.9% | -8
COc1ccccc1N(CC(=O)NCc1ccccc1)S(C)(=O)=O | 2.6% | ·

# Later entries.
SMILES | GlmU inhibition | Mtb RmlCD inh
O=C(Nc1nc2ccc(Oc3ccccc3)cc2s1)c1cc([N+](=O)[O-])ccc1N1CCOCC1 | 2.4% | -12
OC(CNCCc1ccc(C(F)(F)F)cc1)COc1ccc2ccccc2c1 (configuration not stated) | -7.2% | -11
CCOC(=O)N1CCC(Nc2ncnc3c2cnn3-c2ccc(Cl)cc2)CC1 | 1.6% | ·
Cc1nn2c(C)c(C(=O)Nc3ccccc3)cnc2c1C#N | 2.5% | -6
Cc1cccc(NC(=O)C2CCCN2C(=O)OCC(C)C)c1 (configuration not stated) | 3.2% | 10
CN(C)S(=O)(=O)c1ccc(NC=C(C#N)C#N)cc1 | 7.2% | ·
c1ccc2sc(NC3=NCN(CC4CCCO4)CN3)nc2c1 (configuration not stated) | -2.1% | 6
Cc1c(C(=O)N2CCCCCC2)oc2ccccc12 | 2.8% | 5
O=C(Nc1ccc(F)c(Cl)c1)c1nsc(Cl)c1Cl | -5.9% | -6
COc1cc(OC)cc(C(=O)N[C@H](C(=O)Nc2nc3c(s2)CCCC3)C(C)C)c1 | 2.9% | -6

# (more compounds)
SMILES | GlmU inhibition | Mtb RmlCD inh
CCSc1ccc2nnc(-c3ccc(F)cc3)n2n1 | 5.7% | 11
O=C(Nc1ccccc1Cl)C1CCN(Cc2cnn(-c3ccccc3)c2-n2cccc2)CC1 | -0.4% | -11
Cc1cccc(CSc2ccc(-c3cccs3)nn2)c1 | -0.4% | 2
O=C(Nc1nc(-c2cccs2)c(-c2ccccc2)s1)c1ccco1 | -2.2% | -9
Cc1ccc(COc2ccc(C(=O)NN)cc2)cc1 | -5.6% | 6
Cc1ccc(-n2c(SCC(=O)OC(C)C)nnc2-c2ccco2)cc1 | 1.7% | ·
COc1c(Br)cc(Br)cc1/C=N/NC(=O)c1ccncc1 | 1.6% | -8

# Part of the list above, field by field.
smiles: O=C(NC1CCCC1)c1cccc(Cn2cc([N+](=O)[O-])cn2)c1
  GlmU inhibition = -1.0%	Mtb RmlCD inh = ·
smiles: Nc1nc(C(F)(F)F)cc(=O)n1N
  GlmU inhibition = 1.1%	Mtb RmlCD inh = -9
smiles: CC(C)(C)C(=O)Cn1c(NCCO)nc2ccccc21
  GlmU inhibition = -3.1%	Mtb RmlCD inh = ·
smiles: Cc1c(C(=O)N2CCc3ccccc32)oc2ccccc12
  GlmU inhibition = -2.7%	Mtb RmlCD inh = 7
